Source: PubChem BioAssay (Johns Hopkins Ion Channel Center)
RGS4 act – RGS4 potentiation or activation; B-score at 10 µM; HEK293 M3R/inducible RGS4, carbachol calcium flux Fluo4; stronger effect = lower value; AID 463111; 310,000 compounds, 0.92% hits;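 active means B-score of the integrated calcium signal more than 4 SD below the library mean, with starting fluorescence not abnormally high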;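 further: negative B-score means reduced calcium response which marks RGS4 activation or potentiation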
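Test system: HEK293 cells with stable M3R and inducible RGS4; also added: carbachol at ECmax as muscarinic agonist stimulus; schedule: dye loading 30 min 37 °C, buffer rest 30 min RT; technique: kinetic calcium fluorescence imaging with Fluo4-AM dye, 2 µM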
MrgX1 ag – human MrgX1 receptor agonism, primary screen | MrgX1-HEK293 cells, Fluo-4 calcium fluorescence, agonist mode; stronger effect = higher value | Q96LB2 | B-score at 10 µM | 310,000 compounds, 0.44% hits;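 active means calcium response B-score plate-corrected fluorescence ratio at least 3 library SD, with starting fluorescence B-score inside 5 SD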
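Material: MrgX1-expressing HEK293 cells; input: 15,000 cells per well; doses: test compound given as first of three sequential additions; schedule: overnight plating before 1 h dye loading; technique: Fluo-4 NW calcium-flux fluorescence, kinetic read; evaluation: baseline-normalised fluorescence change ratio, B-scored; control set: plate-wise positive and negative controls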
MrgX1 PAM – human MrgX1 positive allosteric modulation, primary screen. Q96LB2. MrgX1-HEK293, Fluo-4 calcium flux, FDSS; stronger effect = higher value. B-score at 10 µM. 310,000 compounds, 0.63% hits;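 active means plate-corrected calcium response at least 3 library SD above typical, normal starting fluorescence, not activating the receptor alone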;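 further: compound read alongside a low EC10 to EC30 dose of BAM8-22 agonist; peak minus trough fluorescence over baseline measured at the second addition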
KCNK9 inh – inhibitors of human KCNK9 two-pore domain potassium channel; B-score at 10 µM; HEK293 KCNK9, FluxOR thallium flux fluorescence; stronger effect = lower value; 310,000 compounds, 1.2% hits;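 active means ratio B-score over 3 SD below the library mean, with starting fluorescence within 5 SD of its mean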;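 further: negative B-score means less thallium flux so channel inhibition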
hERG protect – hERG (human) protection from proarrhythmic block; Q12809; CHO-hERG, FluxOR thallium flux, dofetilide IC70 present; 310,000 compounds, 0.51% hits; activation (rescue from dofetilide block), less the hit threshold, % at 10 µM;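 active means activation above the mean of controls blocked by dofetilide plus 5 SD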;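 further: thallium influx through hERG after potassium depolarization seen as dye fluorescence rise; in these data hits start at about 4.7%; inactives centre near -7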
RGS4 inh – inhibitors of human RGS4. 310,000 compounds, 0.45% hits. AID 463165. HEK293 M3R/RGS4 inducible, Fluo-4 calcium flux; stronger effect = higher value; triggered by carbachol at its EC20. B-score at 10 µM. P49798;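 active means B-score, a plate-corrected calcium signal, over three deviations above library mean, with baseline fluorescence within five deviations of library mean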;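 further: RGS4 expression induced by doxycycline in cells with stable M3 receptor; B-score is computed from the integrated fluorescence ratio over baseline after carbachol; higher B-score means a larger calcium signal and so more RGS4 inhibition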
KCNQ1 act – potentiates or activates the human KCNQ1 potassium channel | P51787 | CHO-K1 KCNQ1, thallium flux FluxOR fluorescence; stronger effect = higher value | B-score at 10 µM | 310,000 compounds, 0.35% hits;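 active means fluorescence ratio B-score, a plate-corrected score, at least three library SD, with initial intensity B-score within 5 SD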
Target sequence (P51787 whole entry, looked up): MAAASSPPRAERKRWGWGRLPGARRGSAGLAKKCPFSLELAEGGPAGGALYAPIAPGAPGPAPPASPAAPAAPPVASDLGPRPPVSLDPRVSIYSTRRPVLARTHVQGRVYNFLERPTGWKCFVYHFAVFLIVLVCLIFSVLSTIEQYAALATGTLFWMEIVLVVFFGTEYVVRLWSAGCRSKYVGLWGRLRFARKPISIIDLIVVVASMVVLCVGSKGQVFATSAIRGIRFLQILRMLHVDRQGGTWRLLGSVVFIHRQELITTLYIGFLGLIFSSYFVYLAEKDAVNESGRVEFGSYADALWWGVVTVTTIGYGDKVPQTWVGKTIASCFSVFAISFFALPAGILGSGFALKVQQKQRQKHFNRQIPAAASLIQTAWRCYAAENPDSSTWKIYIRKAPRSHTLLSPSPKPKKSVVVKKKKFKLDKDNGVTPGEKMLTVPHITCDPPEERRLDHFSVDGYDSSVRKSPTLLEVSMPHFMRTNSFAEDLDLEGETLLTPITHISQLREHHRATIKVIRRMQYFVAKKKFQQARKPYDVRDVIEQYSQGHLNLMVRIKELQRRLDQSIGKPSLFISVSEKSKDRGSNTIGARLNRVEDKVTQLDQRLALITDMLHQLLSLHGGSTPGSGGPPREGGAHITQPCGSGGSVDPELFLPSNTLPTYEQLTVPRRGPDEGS
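Assay system: CHO-K1 cells stably expressing KCNQ1; Medium: assay buffer with matched DMSO; Also added: K+/Tl+ depolarizing stimulus; Dosing: single dose; Timing: dye 90 min, compound 20 min, room temperature; Measured by: kinetic FluxOR thallium fluorescence, 10-s 1-Hz baseline, 110-s post-stimulus read; Read-out: peak-minus-minimum fluorescence over initial fluorescence, negative-control normalized, B-scored.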
ANO1 block – mouse TMEM16A channel inhibition, primary screen | Q8BHY3 | HEK293 TMEM16A/YFP iodide influx fluorescence, ionomycin | normalized B-score (activity score, 25-100; higher = stronger inhibition) at 10 µM | 310,000 compounds, 1.2% hits | AID 588511;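 active means ratio plate-corrected score three or more library SD toward inhibition, starting fluorescence score within five deviations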;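 further: score derived from kinetic fluorescence span divided by baseline fluorescence per well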
KCNK3 block – human KCNK3 channel inhibition, primary screen | O14649 | CHO-KCNK3 thallium flux, FluxOR fluorescence; stronger effect = lower value | B-score at 10 µM | 340,000 compounds, 0.84% hits;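 active means B-score under library mean minus 4 SD, starting fluorescence ratio at most library mean plus 5 SD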;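 further: more negative B-score means stronger inhibition of thallium flux through KCNK3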
Target sequence (O14649 whole entry, looked up): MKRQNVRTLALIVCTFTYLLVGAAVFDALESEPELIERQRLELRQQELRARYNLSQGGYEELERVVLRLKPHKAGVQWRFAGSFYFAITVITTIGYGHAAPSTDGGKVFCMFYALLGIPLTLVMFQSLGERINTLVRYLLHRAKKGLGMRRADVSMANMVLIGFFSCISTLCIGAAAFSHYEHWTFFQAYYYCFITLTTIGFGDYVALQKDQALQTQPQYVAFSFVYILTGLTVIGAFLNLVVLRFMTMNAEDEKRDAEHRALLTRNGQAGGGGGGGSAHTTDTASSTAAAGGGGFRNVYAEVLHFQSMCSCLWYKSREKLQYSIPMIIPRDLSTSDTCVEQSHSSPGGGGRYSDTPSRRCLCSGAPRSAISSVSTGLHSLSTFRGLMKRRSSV
KCNQ1 block – blocks the human KCNQ1 potassium channel; P51787; CHO-K1 KCNQ1, FluxOR thallium flux fluorescence; stronger effect = higher value; B-score at 10 µM; 310,000 compounds, 1.3% hits; AID 2642;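 active means compounds whose thallium flux B-score, printed positive for inhibition, exceeds three library SD while starting fluorescence stays within three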;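 further: channel opened by potassium depolarization with thallium stimulus after 20 min compound exposure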
TMEM16A act – activators or potentiators of mouse TMEM16A chloride channel. Q8BHY3. HEK293 TMEM16A/YFP-H148Q/I152L, iodide quench fluorescence; stronger effect = lower value. B-score at 10 µM. 340,000 compounds, 0.3% hits. AID 623877;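 active means fluorescence-ratio B-score plate-corrected deviation score at least 3 library SD below zero, with starting fluorescence score within 5 deviations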;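 further: channel opened by trigger with iodide after compound preincubation; score built on the fluorescence ratio of max minus min over baseline; more negative score means more quench and so TMEM16A activation or potentiation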
An asterisk follows results filed as active; i = inactive; / = not tested or not shown.

structure	RGS4 act	MrgX1 ag	MrgX1 PAM	KCNK9 inh	hERG protect	RGS4 inh	KCNQ1 act	ANO1 block	KCNK3 block	KCNQ1 block	TMEM16A act
CCC(=O)N1CCc2cc(OC)c(OC)cc2C1COc1ccc(C(=O)OC)cc1 (centres undefined)	i	i	i	i	-17	i	i	i	i	i	i
C=CCC(O)(CC=C)CNC(=O)c1ccc(OC)c(OC2CCN(C(C)=O)CC2)c1	i	i	i	i	-2	i	i	i	i	i	i
Nc1nc(N)c(N=Nc2ccc(C(=O)O)cc2)c(N)n1	i	i	i	i	-7	i	11*	i	i	i	i
CCCC(=O)O/N=C(\c1ccccc1)c1ccncc1	i	i	i	i	-5	i	i	i	i	i	i
CCC(=O)N1CCc2cc(S(=O)(=O)CCC(=O)N3CCc4ccccc4C3)ccc21	i	i	i	i	-2	i	i	i	i	i	i
CCOC(=O)c1ccc(NC(=O)N2CC(C)OC(C)C2)cc1 (centres undefined)	i	i	i	i	-14	i	i	i	i	i	i
CCc1c(O)nc(SCC(=O)Nc2ccccc2OC)[nH]c1=O	i	i	i	i	-10	i	i	i	i	i	i
CCOc1cccc(/C=C/c2ccc3ccccc3n2)c1OC(C)=O	i	i	i	i	-19	i	i	i	i	i	i
Cc1ccccc1OCc1nc2ccccc2c(=O)n1/N=C/c1c[nH]c2ccccc12	i	i	i	i	-4	i	i	i	i	i	i
COc1cccc(NC(=O)COc2ccc(C(=S)N3CCN(C)CC3)cc2OC)c1	i	i	i	i	-5	i	i	i	i	i	i
COc1ccc(S(=O)(=O)NC(CC(=O)NCc2ccc3c(c2)OCO3)c2ccco2)cc1 (centres undefined)	i	i	i	i	-13	i	i	i	i	i	i
Cc1c(C)c(C)c(C(=O)CCc2cccc(NC(=O)CCC(=O)O)c2)c(C)c1C	i	i	i	i	-7	i	i	i	i	i	i
COC(=O)Cc1ccc(NC(=O)c2ccc3c(c2)C(=O)N(Cc2cccnc2)C3=O)cc1	i	i	i	i	-2	i	i	i	i	i	i
Cn1nnnc1SCC(=O)Nc1ccccc1C(N)=O	i	i	i	i	-7	i	i	i	i	i	i
CCOc1cc2[nH]c(=S)n(Cc3ccc(C(=O)NCCCOC)cc3)c(=O)c2cc1OCC	i	i	i	i	-8	i	i	i	i	i	/
N#Cc1ccccc1CSc1nnc(-c2ccncc2)o1	i	i	i	i	-4	i	i	i	i	i	i
COc1ccc(-c2csc(NC(=O)CSCc3c(C)noc3C)n2)c(OC)c1	i	i	i	i	-16	i	i	i	i	i	i
CCN(CC)S(=O)(=O)c1cccc(NC(=O)c2ccccc2Br)c1	i	i	i	i	-7	i	i	i	i	i	i
Cc1cccc(C)c1NC(=O)CN(C)c1ccc(C(F)(F)F)cn1	i	i	i	i	-5	i	i	i	i	i	i
C/C(=N\NC(=O)c1ccc([N+](=O)[O-])cc1)c1cccc([N+](=O)[O-])c1	i	i	i	i	0	i	i	i	i	i	i
O=C(NN1C(=O)/C(=C/c2cccs2)SC1=S)c1cccnc1	i	i	i	i	-8	i	i	i	i	i	i
Cn1c(=O)c2c(nc(CN3CCN(C(=O)c4ccco4)CC3)n2Cc2ccc(F)cc2)n(C)c1=O	i	i	i	i	0	i	i	i	i	i	i
CCCc1nn2c(=O)cc(COc3ccc(NC(=O)c4ccco4)cc3)nc2s1	i	i	i	i	-4	i	i	i	i	i	i
O=C(c1ccc2ccccc2c1)C1CCCN(C(=O)c2cnccn2)C1 (centres undefined)	i	i	i	i	-11	i	i	i	i	i	-4.6*
CC1=CN2C(=N)/C(=C/c3ccc(Sc4ccc(C)cc4)o3)C(=O)N=C2S1	i	i	i	i	-1	i	i	i	i	i	i
O=C(CCN=C1NS(=O)(=O)c2ccccc21)OCc1cccc(Cl)c1	i	i	i	i	-17	i	i	i	i	i	i
CCN1CCc2c(sc(NC(=O)c3ccc(S(=O)(=O)N4CCOCC4)cc3)c2C(=O)OC)C1	i	i	i	i	-7	i	i	i	i	i	i
COC(=O)c1cccc(Cn2c(Cl)c(/C=N/NC(=O)c3ccco3)sc2=O)c1	i	i	i	i	-9	i	i	i	i	i	i
Cc1cc2oc(=O)c3c(c2cc1OCc1nn[nH]n1)CCCC3	i	i	i	i	-26	i	i	i	i	i	i
COC(=O)c1c(-c2ccc(C)cc2)csc1NC(=O)Cc1ccc(OC)c(OC)c1	i	/	/	i	-23	i	i	/	i	i	i
N#CCCn1cc(C(=O)Nc2cccc(C(=O)O)c2)c(-c2ccc(Cl)cc2)n1	i	i	i	i	-3	i	i	i	i	i	i
Cc1cc(S(=O)(=O)Nc2ccc(C(=O)NCC(C)(C)N3CCOCC3)cc2)ccc1F	i	i	i	i	-10	i	i	i	i	i	i
Cc1c(Br)c([N+](=O)[O-])nn1CC(=O)Nc1ccc(Cc2ccncc2)cc1	i	i	i	i	-8	i	i	i	i	i	i
CNC(=O)/C(C#N)=C/c1c(N2CCN(C)CC2)nc2c(C)cccn2c1=O	i	i	i	i	0	i	i	i	i	i	i
Cc1ccc(NC(=O)CN2CCc3ccccc3C2)cc1	i	i	i	i	-8	i	i	i	i	i	i
CN1CCN(S(=O)(=O)c2cccc(C(=O)NC3CCCc4ccccc43)c2)CC1 (centres undefined)	i	i	i	i	-1	i	i	i	i	i	i
Cc1cccc(NC(=O)CSc2nnc(CNC(=O)c3ccc(S(=O)(=O)N(C)C)cc3)n2-c2ccccc2)c1	i	i	i	i	-6	i	i	i	i	i	i
C=CCN1C(=O)CN=C1Nc1cc(C)ccc1C	i	i	i	i	-3	i	i	i	i	i	i
Cc1ccc(C(=O)OCCc2c(C)[nH]n(-c3ccccc3)c2=O)cc1	i	i	i	i	-14	i	i	i	i	i	i
COc1cccc(CC(=O)N2CCN(c3ccccc3[N+](=O)[O-])CC2)c1	i	i	i	i	-21	i	i	i	i	i	i
CCn1c(SCC(=O)NC2CCCCC2)nnc1-c1cc2cccc(OC)c2o1	i	i	i	i	-9	i	i	i	i	i	i
Cc1ccnc(NC(=O)COC(=O)C23CC4CC(CC(C4)C2)C3)n1	i	i	i	i	-12	i	i	i	i	i	i
CC(C)(C)c1[nH]nc2c1C(c1ccco1)C(C#N)=C(N)O2 (centres undefined)	i	i	i	i	-6	i	i	i	i	i	i
COc1ccc(OC)c(NC(=O)CSc2nncc3ccc(OC)c(OC)c23)c1	i	i	i	i	-3	i	i	i	i	i	i
O=C(NC1CCCc2c1cnn2-c1ccccc1F)c1ccccn1 (centres undefined)	i	i	i	i	-5	i	i	i	i	i	i
Cc1nc(Cl)c(C(=O)NCCc2ccccc2)c(C)c1[N+](=O)[O-]	i	i	i	i	-7	i	i	i	i	i	i
CCCCCOC(=O)c1ccc(NC(=O)c2ccco2)cc1	i	i	i	-12*	-7	i	i	i	i	i	i
COc1cccc(NC(=S)N(CCCN2CCCC2)Cc2cccn2Cc2ccc(Cl)cc2)c1	i	i	i	i	-18	i	i	i	i	i	i
CCc1ccc(C(C)NC(=O)C2CCCO2)cc1 (centres undefined)	i	i	i	i	-3	i	i	i	i	i	i
Cc1cc(N2CCOCC2)nc(SCC(=O)OCc2ccccc2)n1	i	i	i	i	-16	i	i	i	i	i	i
C=C(c1cccc2ccccc12)P(=O)(O)O	i	i	i	i	-9	i	i	i	i	i	i
CCOc1cc(/C=N/Nc2nnc(C)n2N)ccc1O	i	i	i	i	-5	i	i	i	i	i	i
CN1C(=O)C(O)(CC(=O)c2cccc(-n3cccc3)c2)c2ccccc21 (centres undefined)	i	i	i	i	-15	i	i	i	i	i	i
CN(C)C(CNC(=S)Nc1ccccc1Cl)c1cccnc1 (centres undefined)	i	i	i	i	-6	i	i	i	i	i	i
CC1CN(C(=O)COC(=O)c2nn(-c3ccccc3)c(=O)c3ccccc23)CC(C)O1 (centres undefined)	i	i	i	i	-5	i	i	i	i	i	i
Cc1ccc2c(c1)C(c1ccncc1)=NNC(c1ccc(F)cc1)=N2	i	i	i	i	-6	i	i	i	i	i	i
Cc1[nH]c2ccc(C(=O)NCCCN(C)C3CCCCC3)cc2c1C	i	i	i	i	-10	i	i	i	i	i	i
COc1ccccc1OCCCCCc1c(C)n[nH]c1C	i	i	i	i	-16	i	i	i	i	i	i
CCOCCCNC(=O)C(c1ccc(OC)cc1)N(Cc1ccc2c(c1)OCO2)C(=O)c1ccccn1 (centres undefined)	i	i	i	i	-12	i	i	i	i	i	i
O=C(CNC1C(=O)Nc2ccccc21)Sc1ccccc1 (centres undefined)	i	i	i	i	-6	i	i	i	i	i	i

Next section
structure	RGS4 act	MrgX1 ag	MrgX1 PAM	KCNK9 inh	hERG protect	RGS4 inh	KCNQ1 act	ANO1 block	KCNK3 block	KCNQ1 block	TMEM16A act
COc1ccc(N2CCN(CC(O)COc3ccc([N+](=O)[O-])cc3)CC2)cc1 (centres undefined)	i	i	i	i	-14	i	i	i	i	i	i
Cc1cc(C(=O)OCC(=O)Nc2nc(-c3ccccc3)cs2)c(C)o1	i	i	i	i	-4	i	i	i	i	i	i
O=C1CC(=O)Nc2cc(S(=O)(=O)N3CCOc4ccccc43)ccc2N1	i	i	i	i	-4	i	i	i	i	i	i
C#CCOc1coc(COC(=O)c2ccccc2)cc1=O	i	i	i	i	-15	i	i	i	i	i	i
O=C(NCCOC(=O)C1COc2ccccc2O1)c1cccnc1 (centres undefined)	i	i	i	i	-6	i	i	i	i	i	i
CNC(=S)N(Cc1ccc2c(c1)OCO2)C1CC(=O)N(c2ccccc2)C1=O (centres undefined)	i	i	i	i	-12	i	i	i	i	i	i
FC(F)(F)c1cccc(N2CCN(c3nnnn3-c3ccccc3)CC2)c1	i	i	i	i	-6	i	i	i	i	i	i
